From PubChem BioAssay
Mito fusion act – inhibitors of mitochondrial division or activators of mitochondrial fusion. Potency, µM (series often up to 46.1 µM), for inactives: at the top dose growth rescue (activation), most hits filed as activators. AID 485298. S. cerevisiae fusion-defective mutant growth rescue, CellTiterGlo 48 h. actives 0.23% (n = 320,000);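 further: potency means the concentration at half of the fitted maximal effect; % of control where 0% means no effect; nearly all actives have a fitted effect of over 45% in size; temperature-sensitive fusion mutants such as fzo1-1 at 37 °C on non-fermentable ethanol glycerol medium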
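Growth-rescue viability read-out: after 48 h at the non-permissive 37C in glycerol/ethanol YPEG, yeast mitochondrial fusion mutants are measured by CellTiterGlo luminescence; compounds (23 nl pinned per well) restoring growth score as division inhibitors or fusion activators.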
PTAP TSG101 blk – blocks PTAP/TSG101 interaction to inhibit HIV-1 budding; Fluorescence polarization, FITC-PTAP peptide / Tsg101 binding; Potency, µM (top dose mostly 115 µM), without a hit: top-dose activity change, negative = inhibition, actives largely listed as inhibitors; 340,000 tested, under 10 active; active means well fitted inhibition curve with a large enough effect in the main read-out, with a control signal flat, not every such curve was filed as active; inconclusive means small, poorly fitted or top-dose-only effect, or effect the other way, or a change in a side signal; inactive means no such curve, though single readings can be large or run the other way; further: potency means the concentration at half of the fitted maximal effect; % of control where 0% means no effect
Target sequence (Q99816 whole entry, looked up): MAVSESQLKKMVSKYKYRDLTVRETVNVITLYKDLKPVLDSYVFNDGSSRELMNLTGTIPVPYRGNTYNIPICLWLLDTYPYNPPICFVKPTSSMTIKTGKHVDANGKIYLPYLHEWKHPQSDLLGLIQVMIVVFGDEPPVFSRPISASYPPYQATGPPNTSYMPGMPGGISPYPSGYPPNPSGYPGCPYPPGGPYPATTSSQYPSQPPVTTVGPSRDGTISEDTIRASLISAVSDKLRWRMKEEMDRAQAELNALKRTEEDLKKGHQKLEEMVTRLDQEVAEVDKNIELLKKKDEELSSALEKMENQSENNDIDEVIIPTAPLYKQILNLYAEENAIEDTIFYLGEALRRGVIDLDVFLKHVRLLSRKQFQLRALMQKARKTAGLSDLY
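Fluorescence anisotropy tracks displacement of a FITC-tagged PTAP peptide (50 nM) from the Tsg101 binding domain (10 uM), following a 20 min room-temperature incubation at pH 7.5.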
Eya2 inh – blocks the phosphatase activity of human Eya2; AID 488837; recombinant Eya2, OMFP fluorescence dephosphorylation (OMFP is methylfluorescein phosphate); O00167; Potency, µM (top dose mostly 76.9 µM), for the others: top-dose activity, negative = inhibition, usual class: inhibitors; actives 0.006% (n = 330,000); further: potency means the concentration at half of the fitted maximal effect; on the % scale 0 is the no-effect control and ±100 the full control effect
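Eya2 (0.2 uM) preincubated 10 min at ambient with compound, then OMFP substrate added at 50 uM; 10 min reaction in 50 mM HEPES pH 7.5, 50 mM NaCl, 5 uM MgCl2, 0.05% BSA, 1 mM DTT. Fluorescence read at Ex 485/Em 525 nm.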
ELG1 repair inh – ELG1-dependent DNA repair inhibition | HEK293T ELG1-luciferase reporter, luminescence, 16 h; DNA damage induced by 5-fluorouridine | Potency, µM (titrated, usually from 46.1 µM), for the others: top-dose activity change, negative = inhibition, actives largely listed as inhibitors | actives 2.3% (n = 330,000) | AID 504467; further: potency means the concentration at half of the fitted maximal effect; on the % scale 0 is the no-effect control and ±100 the full control effect; nearly all actives have a fitted effect of over 55% in size
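Cells (2,000 per well) received 5-fluorouridine plus test compound or DMSO and were incubated 16 hr at 37 °C, 5% CO2. Luciferase activity was read by luminescence 30 min after ONE-Glo addition; signal suppression marked inhibition of damage-induced ELG1 function.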
Tb PFK block – T. brucei PFK enzyme inhibition. O15648. T. brucei PFK, ADP-Glo luminescence. Potency, µM (top dose mostly 57.5 µM), without a hit: top-dose activity, negative = inhibition, most hits filed as inhibitors. actives 0.17% (n = 330,000);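 further: potency means the concentration at half of the fitted maximal effect; 0% = uninhibited 1x PFK enzyme wells and -100% = no-enzyme wells; nearly all actives have a fitted effect of over 60% in size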
Target sequence (O15648 whole entry, looked up): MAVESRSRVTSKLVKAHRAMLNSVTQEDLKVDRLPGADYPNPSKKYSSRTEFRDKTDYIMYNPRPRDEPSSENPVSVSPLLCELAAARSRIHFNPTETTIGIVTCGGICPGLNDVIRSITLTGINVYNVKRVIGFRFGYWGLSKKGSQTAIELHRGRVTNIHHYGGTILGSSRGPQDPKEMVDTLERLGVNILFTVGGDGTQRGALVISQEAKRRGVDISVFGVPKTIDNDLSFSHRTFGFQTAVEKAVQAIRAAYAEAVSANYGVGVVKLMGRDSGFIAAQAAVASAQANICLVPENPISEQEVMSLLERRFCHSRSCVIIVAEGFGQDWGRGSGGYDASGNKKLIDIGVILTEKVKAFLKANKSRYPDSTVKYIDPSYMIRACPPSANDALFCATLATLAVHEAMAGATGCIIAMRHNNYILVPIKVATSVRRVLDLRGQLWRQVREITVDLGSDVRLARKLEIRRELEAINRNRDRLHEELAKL
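Luminescent ADP detection (ADP-Glo, two-step: ATP depletion then ADP-to-ATP conversion for luciferase) reported PFK activity after 45 min room-temperature reaction of 1.25 nM enzyme with 0.5 mM F6P and 0.1 mM ATP at pH 8.0.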
AT treatment – potential ataxia-telangiectasia treatments restoring KAP-1 phosphorylation; […] A-T fibroblasts, KAP-1 phosphorylation AlphaLISA; neocarzinostatin DNA damage 30 min before lysis; Potency, µM (series often up to 57.5 µM), inactives show at the highest dose activation, most hits filed as activators; actives 0.19% (n = 320,000); further: potency means the concentration at half of the fitted maximal effect; % of control where 0% means no effect; nearly all actives have a fitted effect of over 45% in size
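ATM-like activity read as KAP-1 phosphorylation via AlphaLISA donor/acceptor antibody pairs after lysis and 6 hr at 25C. Cells were ATM-null patient fibroblasts ([…], hTERT), dosed 60 min, then exposed to the DSB inducer NCS for 30 min.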
ASM inhibitor – blocks human secretory acid sphingomyelinase | P17405 | placental ASM, HMU-PC fluorogenic substrate, 60 min | Potency, µM (top dose mostly 57.5 µM), for inactives: top-dose activity change, negative = inhibition, most hits filed as inhibitors | actives 0.006% (n = 340,000); further: potency means the concentration at half of the fitted maximal effect
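Human placenta-derived ASM enzyme was preincubated with compound for 10 minutes at room temperature, then given fluorogenic substrate HMU-PC0 (9 uM final) for 60 minutes at 37 °C; a pH 10 stop preceded fluorescence reading at Ex 386/Em 447 nm.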
Chronic BCR inh – chronic active BCR signaling inhibition; ABC-DLBCL IkBa-CBG/CBR reporter, luminescence ratio, 4 h; Potency, µM (doses to about 46.1 µM), for the others: at the top dose ratio change, negative = lower green/red ratio, usual class: inhibitors; actives 0.05% (n = 340,000); AID 493014; active means well fitted inhibition curve with a large enough effect in the signal ratio, with a control signal flat, not every such curve was filed as active; inconclusive means small, poorly fitted or top-dose-only effect, or effect the other way, or a change in a side signal; the % refers to the signal ratio;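 further: potency means the concentration at half of the fitted maximal effect; plate controls were basal doxycycline-induced cells for no effect and cells given 10 µM MG132 for full effect; MG132 reads +100%, hits lower the ratio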
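Cell line TMD8 (human ABC DLBCL), stably expressing tet-inducible CBG68-IkBa fusion and CBR; IMDM/0.5% FBS; cpd up to 46 uM; dox induction, 4 h, 37C/5% CO2; dual luminescence; green/red ratio; MG132 control.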
TSHR antagonist – human thyrotropin receptor antagonism. TSHR-expressing cells, TSH-stimulated cAMP HTRF, 2 h; active compounds read low. AID 504810. activity change, negative = inhibition, % at 11.5 µM. actives 0.2% (n = 330,000);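 active means activity change below a set negative limit, meaning inhibition stronger than a set level, cut at about -70% in these data; inconclusive means activity change between two set negative limits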; further: on the % scale 0 is the no-effect control and ±100 the full control effect
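Competitive HTRF cAMP read-out (cryptate anti-cAMP antibody, cAMP-d2; 30 min, room temperature) in freshly harvested TSHR cells. Compounds added before TSH at EC80 (4nM final), followed by 2 hours' incubation at 37 deg C.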
TCR act – activates T cell receptor signaling | primary human leukocytes, anti-CD3, IL-2 HTRF, 48 h | Potency, µM (doses to about 9.22 µM), inactives show at the top dose activation of IL-2 secretion, usual class: activators | 330,000 tested, under 10 active; further: % of control where 0% means no effect
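48 hr co-incubation of compounds, a-CD3 beads and primary human leukocytes; IL-2 quantified homogeneously by HTRF with anti-IL-2 K and d2 conjugates.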
Integrin act MD – integrin-mediated muscular dystrophy alleviation activation; alpha7betagal myoblasts, beta-gal FDG fluorescence, 48 h; Potency, µM (titrated, usually from 38.3 µM), without a hit: at the top dose activation, usual class: activators; actives 0.064% (n = 350,000);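 further: potency means the concentration at half of the fitted maximal effect; 100% = response of the positive control SU9516; nearly all actives have a fitted effect of over 60% in size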
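alpha7betagal+/- myoblasts (passage 13, 250/well) treated 48 h at 37C with compounds at 1:260 dilution of DMSO stock. Lysed, then beta-galactosidase activity read as FDG fluorescence (ex 480/em 540) after 30 min, with pre-read for autofluorescence.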
Numbers without * were called inactive; ? = inconclusive; & = joins results of further samples; [ ] = another dose, or the depositor's remark. Unless noted, the call rests on the fitted dose curve; in most records, active means well fitted curve in the direction sought with a large enough effect; inconclusive means small, poorly fitted or top-dose-only effect, or another doubt; inactive means no such curve, though single readings can be large; an effect the other way counts as inactive or inconclusive.

SMILES	Mito fusion act	PTAP TSG101 blk	Eya2 inh	ELG1 repair inh	Tb PFK block	AT treatment	ASM inhibitor	Chronic BCR inh	TSHR antagonist	TCR act	Integrin act MD
COc1ccc(C(C)C)cc1S(=O)(=O)NC1CCCC1	0%	-3%	-7%	12%	1%	5%	-1%	-3%	0	-3%	0%
C=CCNC(=S)NC1CC(C)(C)NC(C)(C)C1	-4%	-2%	4%	4%	-1%	3%	5%	1%	-7	5%[46.1 µM]	13%
CC(C)CSc1oc(-c2ccco2)nc1S(=O)(=O)c1ccccc1	13%	1%	-9%	1%	2%	18%	-1%	8%	0	-3%	20%
O=C(CN1C(=O)c2cccnc2Oc2ccc(Cl)cc21)N1CCCCCC1	-29%	-1%	2%	17%	-2%	-7%	-3%	5%	4	7%	-23%
CCNc1c(C(=O)O)ccc2c1C(=O)c1ccccc1C2=O	-23%	-6%	1%	-14%	-5%	-8%	3%	?	-19	-5%[46.1 µM]	28%
CC12CC(NC(=O)N1CCc1ccccc1)c1ccccc1O2 (centres undefined)	0%	-7%	13%	-1%	-3%	1%	-4%	-14%	4	0%	-11%
O=C(c1cc2ccccc2cc1O)N1CCCC(C(F)(F)F)C1 (centres undefined)	1%	-11%	-2%	-7%	-6%	3%	3%	1%	11	3%	32%
Cc1ccc(C)c(Nc2c([N+](=O)[O-])c(=O)oc3ccccc23)c1	6%	-2%	-9%	21µM*	2%	-8%	1%	-27%	-9	-4%	-19%
COc1ccc(NC(=O)c2cc(=O)c3ccccc3o2)cn1	4%	-8%	15%	?	0%	-11%	-1%	?	-10	-3%	17%
CN1CCc2c(sc3c2C(=O)NC(c2ccc(-c4ccc(Cl)cc4)o2)N3)C1 (centres undefined)	0%	1%	24%	?	1%	10%	324%[activator]	?	3	0%	-4%
CN1CCN(S(=O)(=O)c2cccc(C(=O)NCCC3=CCCCC3)c2)CC1	4%	0%	-10%	3%	4%	8%	1%	-2%	-1	-1%	-18%
COc1ccc(C(=O)c2ccc(OC)c(Br)c2)cc1Br	-2%	-5%	-6%	2%	0%	2%	-5%	-4%	0	-3%[46.1 µM]	1%
CCN1CCN(Cc2ccc(NC(=O)c3ccc(C)c(NC(=O)C(=O)c4c[nH]c5ccccc45)c3)cc2C(F)(F)F)CC1	-14%&-19%	6%&2%	-11%&-10%	?	5%&-6%	7%&23%	?	?	-10&-6	3%&11%	-58%&-42%&-40%[inhibitor]
COc1ccc(-n2ncc3c(SCC(=O)N4CCN(c5ccccc5OC)CC4)ncnc32)cc1	-3%	0%	-1%	16µM*	6%	-3%	-2%	-24%	-8	3%[46.1 µM]	-27%
O=C(c1ccc(Oc2ccc([N+](=O)[O-])cc2Cl)cc1)N1CCCC1	-2%	-3%	13%	?	-5%	13%	3%	9%	13	-4%	-58%[inhibitor]
O=C(NCCC(=O)N1CCCCCCC1)c1ccc(Cl)cc1	-13%	-2%	-4%	?	4%	5%	4%	?	16	0%	13%
CCOC(=O)/C(C#N)=C/C=C1\C=Cc2ccccc2N1CC	11%	17%	-2%	?	0%	2%	?	?	-2	-6%	-13%
CCOC(=O)Cc1csc(NC(=S)NC(=O)c2ccccc2C)n1	-5%	-1%	14%	17%	-1%	3%	-4%	?	-7	-3%	21%

Copied from the list:
In Integrin act MD, `COc1ccc(C(C)C)cc1S(=O)(=O)NC1CCCC1` reads 0%
In Tb PFK block, `COc1ccc(NC(=O)c2cc(=O)c3ccccc3o2)cn1` reads 0%
In ELG1 repair inh, `COc1ccc(-n2ncc3c(SCC(=O)N4CCN(c5ccccc5OC)CC4)ncnc32)cc1` reads 16µM*
In TSHR antagonist, `COc1ccc(C(=O)c2ccc(OC)c(Br)c2)cc1Br` reads 0
In Tb PFK block, `CCN1CCN(Cc2ccc(NC(=O)c3ccc(C)c(NC(=O)C(=O)c4c[nH]c5ccccc45)c3)cc2C(F)(F)F)CC1` reads 5%&-6%
In Mito fusion act, `CC(C)CSc1oc(-c2ccco2)nc1S(=O)(=O)c1ccccc1` reads 13%

Complete entries from above.
Results for COc1ccc(NC(=O)c2cc(=O)c3ccccc3o2)cn1 = Mito fusion act: 4%; PTAP TSG101 blk: -8%; Eya2 inh: 15%; ELG1 repair inh: ?; Tb PFK block: 0%; AT treatment: -11%; ASM inhibitor: -1%; Chronic BCR inh: ?; TSHR antagonist: -10; TCR act: -3%; Integrin act MD: 17%
Results for C=CCNC(=S)NC1CC(C)(C)NC(C)(C)C1 = Mito fusion act: -4%; PTAP TSG101 blk: -2%; Eya2 inh: 4%; ELG1 repair inh: 4%; Tb PFK block: -1%; AT treatment: 3%; ASM inhibitor: 5%; Chronic BCR inh: 1%; TSHR antagonist: -7; TCR act: 5%[46.1 µM]; Integrin act MD: 13%

3 entries drawn at random from those above, as already listed:
SMILES	Mito fusion act	PTAP TSG101 blk	Eya2 inh	ELG1 repair inh	Tb PFK block	AT treatment	ASM inhibitor	Chronic BCR inh	TSHR antagonist	TCR act	Integrin act MD
CCN1CCN(Cc2ccc(NC(=O)c3ccc(C)c(NC(=O)C(=O)c4c[nH]c5ccccc45)c3)cc2C(F)(F)F)CC1	-14%&-19%	6%&2%	-11%&-10%	?	5%&-6%	7%&23%	?	?	-10&-6	3%&11%	-58%&-42%&-40%[inhibitor]
CCOC(=O)Cc1csc(NC(=S)NC(=O)c2ccccc2C)n1	-5%	-1%	14%	17%	-1%	3%	-4%	?	-7	-3%	21%
COc1ccc(NC(=O)c2cc(=O)c3ccccc3o2)cn1	4%	-8%	15%	?	0%	-11%	-1%	?	-10	-3%	17%

This is a random part of the collection; 3.2% or so of the library scored in one or more.
